Rab2A wt mod: changes GTP binding to wildtype dog Rab2A, up or down; GST-Rab2 wt beads, Bodipy-GTP binding, flow cytometry; P61105; GTP binding activity, % at 10 µM; actives 0.19% (n = 190,000);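 active means GTP binding activity at least 20 points away from 100%, either lowered or raised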;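 further: 0% = beads with excess unlabeled GTP and 100% = no-compound control corrected for plate trend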
Avidin bead fluor: compound fluoresces at 488/530 nm on avidin beads | fluorescence (KMESF) at 10 µM | compound fluorescence 488/530 nm, flow cytometry; stronger effect = higher value | actives 0.38% (n = 220,000); in the data active means fluorescence above about 47; further: inactives centre near 10
Cdc42 wt GTP: changes GTP binding to wildtype human Cdc42 | AID 761 | percent activity (GTP binding), % at 10 µM | P60953 | GST-Cdc42 beads, Bodipy-GTP binding, flow cytometry; actives lie on both sides | actives 0.2% (n = 190,000);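 active means percent activity GTP binding at least 20 points away from the 100% baseline, either down as inhibitor or up as activator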;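 further: median bead fluorescence of bound Bodipy-FL-GTP at 100 nM; 0% = excess unlabeled GTP control and 100% = no compound control; below 100% means less GTP binding so inhibitor and above means activator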
Target sequence (P60953 whole entry, looked up): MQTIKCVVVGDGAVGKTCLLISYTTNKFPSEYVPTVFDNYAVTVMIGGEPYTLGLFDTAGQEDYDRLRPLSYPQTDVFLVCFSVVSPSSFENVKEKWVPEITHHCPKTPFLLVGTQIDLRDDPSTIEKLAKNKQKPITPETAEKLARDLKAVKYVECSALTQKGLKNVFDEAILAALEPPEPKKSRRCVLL
Rac1 mut GTP: modulators of GTP binding to human Rac1 activated mutant. GST-Rac1 activated beads, fluorescent GTP binding, flow cytometry; actives lie on both sides; 100% means binding = to untreated wells. percent activity (GTP binding), % at 10 µM. actives 0.11% (n = 190,000);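 active means GTP binding at least 20 percentage points away from the 100% baseline, in either direction, so actives lie on both sides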
ABCG2 inh: human ABCG2 inhibition, ABCB1 as counter-screen. IgMXP3 cells, JC-1 efflux, flow cytometry. inhibition, % at 6.6 µM. actives 0.1% (n = 190,000). AID 1325;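 active means inhibition above 80%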;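 further: 0% = DMSO and 100% = nicardipine control wells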
Target sequence (Q9UNQ0 whole entry, looked up): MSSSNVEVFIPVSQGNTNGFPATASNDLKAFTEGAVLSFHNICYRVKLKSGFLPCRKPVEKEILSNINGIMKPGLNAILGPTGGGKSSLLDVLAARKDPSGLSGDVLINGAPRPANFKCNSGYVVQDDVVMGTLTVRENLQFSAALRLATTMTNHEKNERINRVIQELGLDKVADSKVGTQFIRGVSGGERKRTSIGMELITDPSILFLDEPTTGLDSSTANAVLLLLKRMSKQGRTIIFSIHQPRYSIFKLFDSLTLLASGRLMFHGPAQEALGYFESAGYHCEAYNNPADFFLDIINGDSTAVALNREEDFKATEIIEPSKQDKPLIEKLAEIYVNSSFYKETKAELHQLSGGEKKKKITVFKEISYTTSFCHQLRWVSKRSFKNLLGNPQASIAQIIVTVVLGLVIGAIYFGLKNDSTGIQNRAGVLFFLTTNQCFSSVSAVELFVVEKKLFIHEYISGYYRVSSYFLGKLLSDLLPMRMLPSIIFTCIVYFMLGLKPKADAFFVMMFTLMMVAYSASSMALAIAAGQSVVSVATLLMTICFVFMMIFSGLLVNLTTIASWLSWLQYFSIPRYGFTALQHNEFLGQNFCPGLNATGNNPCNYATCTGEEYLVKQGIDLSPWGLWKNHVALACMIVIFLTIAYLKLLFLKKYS
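Read-out basis: Efflux inhibition in percent versus controls | Test system: ABCG2 IgMXP3 and barcoded ABCB1 CCRF-Adr cell mix | Quantity: 3 million cells/mL in well | Schedule: 10 min at 25 °C | Control set: Nicardipine as high control, DMSO as low control | Reagent: JC-1 as fluorescent efflux pump substrate | Signal: Flow cytometry of retained JC-1 fluorescence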
ABCB1 inh: human ABCB1 inhibition, ABCG2 as counter-screen | AID 1326 | inhibition, % at 6.6 µM | actives 0.067% (n = 190,000) | CCRF-Adr cells, JC-1 efflux, flow cytometry; in the data active means inhibition above about 40%;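 further: 0% = vehicle and 100% = reference inhibitor; higher value means more JC-1 retained so stronger ABCB1 efflux block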
Rab7 wt modul: alters GTP binding to wildtype dog Rab7. GST-Rab7 beads, fluorescent GTP binding, flow cytometry; actives lie on both sides; untreated = 100%, excess cold GTP = 0%. GTP binding activity (percent of control), % at 10 µM. actives 0.055% (n = 190,000). AID 758;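 active means fluorescent GTP binding to Rab7 beads changed by at least 20 points from the 100% baseline, either direction, mostly lower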;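 further: median green fluorescence of bound Bodipy-FL-GTP per Rab7 bead population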
Rac1 wt modul: modulators of human Rac1 wildtype GTP binding. P63000. GST-Rac1 beads, fluorescent GTP binding, flow cytometry; actives lie on both sides; 0 = cold GTP competed, 100 = untreated. GTP binding activity (% of control), % at 10 µM. actives 0.27% (n = 190,000). AID 757;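 active means GTP binding activity at least 20 points away from the 100% control level, either lower or higher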
Mcl1-Noxa inh: Mcl-1/Noxa interaction inhibition; actives 1.5% (n = 220,000); Q07820; AID 1022; TR-FRET Mcl-1/Noxa peptide binding, 2 h; inhibition, % at 21.7 µM;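 active means compounds that cut the protein-peptide binding signal by more than 50% relative to plate controls in a single-dose test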;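 further: His-tagged Mcl-1 with rhodamine Noxa BH3 peptide and terbium anti-His antibody; 0% = Mcl-1 plus Noxa peptide wells and 100% = peptide-only wells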
HRas wt GTP bind: changes GTP binding to wildtype human HRas; P01112; GST-Ras wt beads, Bodipy-FL-GTP binding, flow cytometry; actives lie on both sides; GTP binding activity, % at 10 µM; actives 0.14% (n = 190,000); AID 759;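 active means GTP binding activity at least 20% away from the 100% baseline, either lowered as inhibitor or raised as activator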;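 further: 0% = unlabeled GTP competition control and 100% = no-compound control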
Target sequence (P01112 whole entry, looked up): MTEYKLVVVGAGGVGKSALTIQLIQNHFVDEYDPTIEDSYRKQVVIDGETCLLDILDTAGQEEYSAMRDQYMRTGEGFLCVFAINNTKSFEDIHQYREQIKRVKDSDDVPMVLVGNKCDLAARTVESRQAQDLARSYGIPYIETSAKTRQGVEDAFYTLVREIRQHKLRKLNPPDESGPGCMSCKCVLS
Pf gametocyte: kills late stage P. falciparum gametocytes; inhibition, % at 10.9 µM; AID 743093; P. falciparum stage V gametocytes, ATP luminescence, 24 h; actives 0.065% (n = 150,000);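 active means inhibition above the mean plus 3 SD of compounds within the control limits, set per campaign, cut at about 38% in these data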;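 further: 0% = DMSO wells and 100% = medium only without gametocytes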
Starred values were filed as active, the others as inactive; x = no result given.

Abbreviations: A = Rab2A wt mod; B = Avidin bead fluor; C = Cdc42 wt GTP; D = Rac1 mut GTP; E = ABCG2 inh; F = ABCB1 inh; G = Rab7 wt modul; H = Rac1 wt modul; I = Mcl1-Noxa inh; J = HRas wt GTP bind; K = Pf gametocyte
(1) CCCCN1C(=O)Nc2ccccc2S1(=O)=O
  A: 98	B: 4	C: 100	D: 100	E: 17	F: 0.9	G: 97	H: 105	I: 13	J: 100	K: -13
(2) CCOc1ccc(S(=O)(=O)N(C)c2ccc(OCC(=O)NCc3cccnc3)cc2)cc1
  A: 101	B: 10	C: 97	D: 96	E: 4	F: 0.9	G: 104	H: 97	I: -4	J: 99	K: x
(3) Cc1oc(-c2cccs2)nc1CS(=O)CC(=O)NCCCN1CC(C)CC(C)C1 (centres undefined)
  A: 94	B: 8	C: 96	D: 97	E: 1	F: 0.2	G: 93	H: 97	I: 10	J: 93	K: x
(4) COc1cc(Cl)c(C)cc1NC(=O)CN(C)Cc1cccc(OC)c1OC
  A: 98	B: 13	C: 91	D: 92	E: 16	F: 1.5	G: 95	H: 95	I: 29	J: 95	K: -31
(5) CCCn1c(SCCC(=O)O)nc2ccccc21
  A: 96	B: 5	C: 96	D: 97	E: 3	F: 1.0	G: 96	H: 99	I: 18	J: 97	K: -8
(6) COc1ccccc1N1CCN(C(=O)CSc2nnc(NC(=O)C(C)C)s2)CC1
  A: 97	B: 12	C: 96	D: 98	E: 4	F: 0.6	G: 102	H: 101	I: -1	J: 99	K: -3
(7) COc1ccc(Cn2c(=O)[nH]c3cc(C(=O)NC4CCCC4)ccc3c2=O)cc1
  A: 102	B: 12	C: 100	D: 93	E: 2	F: 0.2	G: 105	H: 101	I: -4	J: 100	K: -3
(8) CCCCn1c(=O)n(CC(=O)Nc2ccc(C)c(Cl)c2)c(=O)c2c1ncn2Cc1ccco1
  A: 97	B: 5	C: 101	D: 99	E: -2	F: 0.1	G: 98	H: 100	I: -1	J: 99	K: 18
(9) O=C(NCC1CCCO1)c1ccc(Cn2c(=S)[nH]c3ccccc3c2=O)cc1 (centres undefined)
  A: 100	B: 6	C: 103	D: 98	E: 8	F: 1.5	G: 105	H: 99	I: 81*	J: 98	K: x
(10) O=C(Cn1nnc(-c2ccccc2)n1)c1ccccc1
  A: 99	B: 43	C: 101	D: 99	E: 38	F: 2.4	G: 98	H: 107	I: 8	J: 101	K: 5
(11) CC1(C)CC(=O)C(C(C2=C(O)CC(C)(C)CC2=O)c2ccc(Br)s2)C(=O)C1 (centres undefined)
  A: 100	B: 7	C: 97	D: 97	E: -4	F: -0.6	G: 103	H: 98	I: 38	J: 101	K: 16
(12) Cc1cnc(C(=O)OCC(=O)Nc2ccc(C)c(S(=O)(=O)N3CCCCC3)c2)cn1
  A: 98	B: 6	C: 98	D: 100	E: 19	F: 0.5	G: 98	H: 98	I: -3	J: 98	K: x
(13) COC(=O)c1cc2c(ccn2-c2ccc(F)cc2)n1Cc1ccc(OC(C)=O)cc1
  A: 94	B: 15	C: 97	D: 98	E: 4	F: x	G: 100	H: 101	I: 6	J: 98	K: -7
(14) Cc1ccc(C2OC34CCCCCC3C(C#N)(C(=N)O4)C2(C#N)C#N)cc1 (centres undefined)
  A: 101	B: 13	C: 97	D: 99	E: 16	F: 0.7	G: 100	H: 102	I: 26	J: 99	K: 0
(15) CCCC(C(=O)NCc1ccco1)N(C(=O)CNS(=O)(=O)c1ccc(Cl)cc1)C1CCCC1 (centres undefined)
  A: 95	B: 10	C: 95	D: 92	E: 2	F: 2.4	G: 94	H: 91	I: 0	J: 94	K: -2
(16) CCC(C)NC(=O)c1ccc(C2SCC(=O)N2Cc2ccccc2)cc1 (centres undefined)
  A: 98	B: 9	C: 99	D: 95	E: 30	F: -1.0	G: 94	H: 100	I: 6	J: 93	K: x
(17) c1cncc(-c2nc(-c3ccco3)cs2)c1
  A: 93	B: 9	C: 94	D: 94	E: 1	F: 0.1	G: 95	H: 91	I: 27	J: 94	K: x
(18) COCCN(C(=O)CSc1nc2nc(C)cc(C)n2n1)c1c(N)n(Cc2ccccc2)c(=O)[nH]c1=O
  A: 104	B: 11	C: 101	D: 100	E: 2	F: 0.8	G: 100	H: 102	I: 13	J: 98	K: x
(19) N#CCSCC(=O)Nc1ccc(Cl)cc1
  A: 102	B: 15	C: 102	D: 96	E: 1	F: 0.3	G: 105	H: 101	I: 10	J: 104	K: x
(20) CCc1nnc(NC(=O)CCC(=O)NCCc2ccc(OC)c(OC)c2)s1
  A: 103	B: 12	C: 101	D: 101	E: 1	F: 0.2	G: 100	H: 103	I: 5	J: 103	K: x
(21) CC1(C)CC(=O)C2=C(C1)N(Cc1cccnc1)C(=O)C2(NC(=O)c1cccnc1)C(F)(F)F (centres undefined)
  A: 102	B: 15	C: 102	D: 99	E: 1	F: 0.0	G: 102	H: 98	I: 5	J: 101	K: x
(22) O=C(C[n+]1ccc(C(=O)N/N=C/c2ccc(Cl)cc2Cl)cc1)c1ccccc1
  A: 103	B: 11	C: 102	D: 101	E: 2	F: 0.3	G: 104	H: 102	I: 26	J: 104	K: x
(23) CCOC(=O)c1[nH]nc2c1C(=O)N(Cc1ccccc1)C2=O
  A: 100	B: 15	C: 100	D: 100	E: 8	F: 1.5	G: 96	H: 98	I: 18	J: 99	K: -9
(24) CSc1nc2ccc(NS(=O)(=O)c3ccc4c(c3)OCCO4)cc2s1
  A: 101	B: 4	C: 99	D: 97	E: 2	F: 0.6	G: 99	H: 102	I: 7	J: 100	K: x
(25) Cc1ncsc1CCSc1n[nH]c(=O)n1-c1ccccc1
  A: 101	B: 9	C: 104	D: 98	E: 7	F: 1.7	G: 101	H: 105	I: 6	J: 102	K: x
(26) COc1cc(NC(=O)CN2C(=O)CN(C)C2=O)c(C)cc1[N+](=O)[O-]
  A: 99	B: 9	C: 99	D: 94	E: 2	F: 0.0	G: 95	H: 97	I: 8	J: 99	K: 2
(27) COc1cccc(CN(C)C(=O)c2cc(COc3c(F)cccc3F)on2)c1
  A: 97	B: 2	C: 96	D: 92	E: 13	F: 2.4	G: 100	H: 96	I: 6	J: 97	K: 2
(28) Cc1oc2c(C)c(O)ccc2c(=O)c1-c1ccc2ccccc2n1
  A: 100	B: 7	C: 99	D: 97	E: 2	F: 0.3	G: 101	H: 101	I: -15	J: 100	K: -28
(29) CCCCOC(=O)Nc1nnc(Cc2ccc(Cl)cc2)s1
  A: 98	B: 9	C: 97	D: 97	E: 6	F: 1.2	G: 100	H: 98	I: 0	J: 96	K: -26
(30) CC(OC(=O)c1cccs1)C(=O)NCc1cccs1 (centres undefined)
  A: 100	B: 3	C: 99	D: 97	E: 2	F: 0.9	G: 99	H: 96	I: 4	J: 100	K: 25
(31) COc1ccccc1CNC(=O)CSc1nc2nc(C)cc(C)n2n1
  A: 99	B: 9	C: 98	D: 96	E: -1	F: -0.2	G: 98	H: 99	I: -22	J: 98	K: 2
(32) CCn1nnnc1SCCSc1nnnn1CC
  A: 99	B: 37	C: 99	D: 96	E: 0	F: -0.1	G: 102	H: 98	I: 2	J: 100	K: x
(33) Cc1nn(Cc2ccccc2)c(C)c1NC(=O)Cn1nc([N+](=O)[O-])c(Cl)c1C
  A: 99	B: 8	C: 100	D: 99	E: 14	F: 0.7	G: 101	H: 104	I: 10	J: 96	K: x
(34) O=C(CN1CCN(S(=O)(=O)c2ccc(Br)cc2)CC1)Nc1ccc(F)cc1
  A: 99	B: 16	C: 96	D: 96	E: 5	F: 1.0	G: 100	H: 96	I: 37	J: 98	K: 1
(35) N#Cc1c(NC(=O)c2ccccc2)sc2c1CCC2
  A: 99	B: 15	C: 104	D: 101	E: 1	F: 0.3	G: 98	H: 105	I: 16	J: 102	K: x
(36) CCC(C)[C@H](N)c1nnc(SCc2cccc(F)c2)o1 (some centres undefined)
  A: 95	B: 7	C: 94	D: 95	E: 0	F: 0.2	G: 97	H: 94	I: 13	J: 97	K: x
(37) COc1cc(NC(=O)c2cc3sccc3n2C)cc(OC)c1
  A: 101	B: 12	C: 100	D: 98	E: 3	F: 0.5	G: 105	H: 109	I: 11	J: 100	K: x
(38) CCOc1ccc(CCNC(=O)COC(=O)c2cc(OC)c(OC)c(OC)c2)cc1OCC
  A: 100	B: 10	C: 99	D: 97	E: 12	F: 2.1	G: 101	H: 101	I: 13	J: 100	K: x
(39) Cc1ccccc1NC(=O)CSc1nc(N2CCCCC2)nc(N2CCCCC2)n1
  A: 103	B: 10	C: 97	D: 99	E: 21	F: 1.8	G: 100	H: 104	I: 14	J: 101	K: 6
(40) CCn1c(NC(=O)c2cccs2)nc2ccccc21
  A: 95	B: 7	C: 100	D: 98	E: 1	F: 0.3	G: 93	H: 99	I: -20	J: 97	K: -47
(41) CCCN(CCC)CCNC(=O)C1c2ccccc2C(=O)N2CCc3ccccc3C12 (centres undefined)
  A: 101	B: 6	C: 97	D: 95	E: 4	F: 1.4	G: 105	H: 103	I: 1	J: 99	K: -1
(42) CCc1nc(-c2ccc(OC)c(OC)c2)cc2cc(OC)c(OC)cc12
  A: 95	B: 30	C: 94	D: 97	E: 13	F: 1.3	G: 94	H: 95	I: 22	J: 95	K: 10
(43) COc1cc2c(cc1OC)C(c1cc3cc4c(cc3[nH]c1=O)OCO4)N(C(=O)C(C)C)CC2 (centres undefined)
  A: 101	B: 23	C: 98	D: 97	E: 1	F: 0.5	G: 100	H: 103	I: 17	J: 101	K: -10

Compound profiles, from the list above:
CCC(C)[C@H](N)c1nnc(SCc2cccc(F)c2)o1 (some centres undefined) is listed as Rab2A wt mod: 95; Avidin bead fluor: 7; Cdc42 wt GTP: 94; Rac1 mut GTP: 95; ABCG2 inh: 0; ABCB1 inh: 0.2; Rab7 wt modul: 97; Rac1 wt modul: 94; Mcl1-Noxa inh: 13; HRas wt GTP bind: 97; Pf gametocyte: x
CCCCN1C(=O)Nc2ccccc2S1(=O)=O is listed as Rab2A wt mod: 98; Avidin bead fluor: 4; Cdc42 wt GTP: 100; Rac1 mut GTP: 100; ABCG2 inh: 17; ABCB1 inh: 0.9; Rab7 wt modul: 97; Rac1 wt modul: 105; Mcl1-Noxa inh: 13; HRas wt GTP bind: 100; Pf gametocyte: -13

2 compounds from above with just Rac1 mut GTP, Pf gametocyte and HRas wt GTP bind:
cpd | Compound | Rac1 mut GTP | Pf gametocyte | HRas wt GTP bind
10 | O=C(Cn1nnc(-c2ccccc2)n1)c1ccccc1 | 99 | 5 | 101
26 | COc1cc(NC(=O)CN2C(=O)CN(C)C2=O)c(C)cc1[N+](=O)[O-] | 94 | 2 | 99
